Source: PubChem (National Center for Advancing Translational Sciences (NCATS))
EPAC2 antag = qHTS for Antagonist of cAMP-regulated guanine nucleotide exchange factor 2 (EPAC2): primary screen; EPAC2 GEF exchange of Rap1B-BODIPY-GDP, fluorescence; Potency, µM (doses to about 114 µM), for inactives: at the highest dose activity, negative = inhibition, hits mostly inhibitors; 0.18% of 360,000 active; further: potency means the concentration at half of the fitted maximal effect; on the % scale 0 is the no-effect control and ±100 the full control effect; nearly all actives have a fitted effect of over 45% in size; many of its hits are not listed in these tables
Target sequence (Q8WZA2 whole entry, looked up): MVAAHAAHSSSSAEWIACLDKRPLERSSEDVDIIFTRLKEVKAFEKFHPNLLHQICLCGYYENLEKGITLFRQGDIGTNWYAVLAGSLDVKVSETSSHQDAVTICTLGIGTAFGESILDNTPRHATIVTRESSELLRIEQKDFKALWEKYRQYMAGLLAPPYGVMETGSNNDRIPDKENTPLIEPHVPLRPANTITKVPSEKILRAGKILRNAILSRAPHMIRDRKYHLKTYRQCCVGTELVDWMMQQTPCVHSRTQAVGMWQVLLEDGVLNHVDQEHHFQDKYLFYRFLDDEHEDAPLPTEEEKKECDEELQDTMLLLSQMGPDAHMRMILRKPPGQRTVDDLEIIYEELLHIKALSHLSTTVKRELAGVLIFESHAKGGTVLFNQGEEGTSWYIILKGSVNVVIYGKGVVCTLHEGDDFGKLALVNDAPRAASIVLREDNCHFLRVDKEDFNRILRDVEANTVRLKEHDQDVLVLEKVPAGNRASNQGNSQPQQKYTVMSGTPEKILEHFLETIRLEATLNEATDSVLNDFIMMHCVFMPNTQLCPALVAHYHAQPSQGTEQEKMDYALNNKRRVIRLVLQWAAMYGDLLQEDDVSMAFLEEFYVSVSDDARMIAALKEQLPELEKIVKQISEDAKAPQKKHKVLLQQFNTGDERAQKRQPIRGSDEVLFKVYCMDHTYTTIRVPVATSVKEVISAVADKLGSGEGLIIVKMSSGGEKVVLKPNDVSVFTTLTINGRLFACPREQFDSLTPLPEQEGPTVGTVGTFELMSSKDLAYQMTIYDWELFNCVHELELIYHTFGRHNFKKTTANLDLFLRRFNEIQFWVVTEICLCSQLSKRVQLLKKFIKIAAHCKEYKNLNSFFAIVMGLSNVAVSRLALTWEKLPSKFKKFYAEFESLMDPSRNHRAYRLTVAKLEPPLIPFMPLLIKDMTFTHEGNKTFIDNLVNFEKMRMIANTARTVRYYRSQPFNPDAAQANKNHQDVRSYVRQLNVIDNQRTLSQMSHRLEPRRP
EPAC2 agonist = qHTS for Agonist of cAMP-regulated guanine nucleotide exchange factor 4 (EPAC2): primary screen; EPAC2 activation, biochemical qHTS; response scale: 100% = 6.5 mM cAMP response; AID 720711, 2013; Rap guanine nucleotide exchange factor 4 (Homo sapiens), Q8WZA2; Potency, µM (top dose mostly 154 µM), without a hit: top-dose activation, most hits filed as activators; 0.079% of 360,000 active; further: potency means the concentration at half of the fitted maximal effect; nearly all actives have a fitted effect of over 50% in size
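Setup: EPAC2 100 nM, labeled Rap1B complex 250 nM, free GDP 50 uM. Compound titrations pinned in, brief spin, 5 min room temperature incubation. Kinetic fluorescence read over 30 min, normalized to 6.5 mM cAMP.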
Akt phos inh = HTS Assay for Inhibitors of Akt Phophorylation: Primary Screen; Neuro2A IGF-stimulated pAkt S473 HTRF, 20 min; stronger effect = lower value; activity change, % for hits at 50 µM; 0.32% of 360,000 active; AID 651550, 2012; in the data active means activity change below about -80%; inconclusive means mostly about -51% to -80%; further: on the % scale 0 is the no-effect control and ±100 the full control effect
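Single-point screen (50 µM final compound) in Neuro2A cells stimulated 20 min with 6 nM IGF at 37 deg C. After lysis, Ser473-phosphorylated Akt read by HTRF (ex 330 nm, em 615/665 nm) as the 665/615 ratio.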
* marks the source's active call; other numbers are inactive results; [ ] = dose if it differs, or a comment. Unless noted, the call rests on the fitted dose curve; in most records, active means well fitted curve in the direction sought with a large enough effect; inconclusive means small, poorly fitted or top-dose-only effect, or another doubt; inactive means no such curve, though single readings can be large; an effect the other way counts as inactive or inconclusive.

Results for CC(C)c1cc(Cn2c3ccccc3c(=O)n2C(C)Cn2cc(-c3ccccc3)nn2)on1 (stereo unspecified) ?
EPAC2 antag: 7%; EPAC2 agonist: -3%; Akt phos inh: inactive

What do the screens show for `CSCCC(c1nc2ccccc2[nH]1)n1c(=O)c(-c2ccco2)nc2ccccc21` (stereo unspecified)?
EPAC2 antag: 6%; EPAC2 agonist: 13%; Akt phos inh: inactive

Results for O=c1c(-c2ccco2)nc2ccccc2n1C(CCc1ccccc1)c1nc2ccccc2[nH]1 (stereo unspecified) ?
EPAC2 antag: -3%; EPAC2 agonist: -16%; Akt phos inh: inactive

How did Cc1ccc(N2CCN(C(C(=O)Nc3c(C)cccc3C)c3cccc(F)c3)CC2)cc1 (stereo unspecified) do in these assays?
EPAC2 antag: -24%; EPAC2 agonist: 2%; Akt phos inh: inactive

How did O=C(NCc1ccccc1)C(c1ccc(F)cc1)N1CCN(C(=O)C2CCCO2)CC1 (stereo unspecified) do in these assays?
EPAC2 antag: -11%; EPAC2 agonist: -1%; Akt phos inh: inactive

Results for COc1cccc(S(=O)(=O)Nc2ccc3c(c2)C(=O)N(C)C[C@H](OC)[C@H](C)CN(Cc2ccccc2F)[C@@H](C)CO3)c1 ?
EPAC2 antag: -11%; EPAC2 agonist: 16%; Akt phos inh: inactive

What do the screens show for `COCCN1C(=O)CSCC1(C)C(=O)NCc1ccccc1` (stereo unspecified)?
EPAC2 antag: 6%; EPAC2 agonist: 2%; Akt phos inh: inactive

What do the screens show for `C#CCNC(=O)C[C@@H]1C[C@@]2(C(=O)OC)CC(C)(C)CC=C2N(Cc2ccccc2)C1=O`?
EPAC2 antag: -3%; EPAC2 agonist: -1%; Akt phos inh: inactive

What do the screens show for `O=C(Nc1c(-c2ccccc2)[nH][nH]c1=O)c1ccc2ccccc2c1`?
EPAC2 antag: -6%; EPAC2 agonist: 3%; Akt phos inh: inactive

Results for COC(=O)[C@@]12C[C@@H](CC(=O)N3CCOCC3)C(=O)N(Cc3ccccc3)C1=CCC(C)(C)C2 ?
EPAC2 antag: -14%; EPAC2 agonist: 5%; Akt phos inh: inactive

Results for Cc1ccc(S(=O)(=O)N2[C@H](CC(=O)c3ccccc3)OC[C@@H]2C)cc1 ?
EPAC2 antag: -9%; EPAC2 agonist: 3%; Akt phos inh: inactive

Results for O=C(NC1CCCC1)C(c1ccccc1)n1c(-c2cccc3ccccc23)nc2ccccc21 (stereo unspecified) ?
EPAC2 antag: inconclusive; EPAC2 agonist: 2%; Akt phos inh: inactive

How did Oc1ccc(F)c(CN2CCN(c3ncc(Cc4ccccc4)cn3)CC2)c1 do in these assays?
EPAC2 antag: -2%; EPAC2 agonist: -2%; Akt phos inh: inactive

How did COC(=O)C1=CN(c2cccc(OCc3ccccc3)c2)C(N)=C(C#N)C1c1cccc(OC)c1OC (stereo unspecified) do in these assays?
EPAC2 antag: 3%; EPAC2 agonist: 3%; Akt phos inh: inactive

How did O=C(NCc1ccccc1)C(c1ccc(-c2ccccc2)cc1)n1c(=O)c(-c2cc3ccccc3[nH]2)nc2ccccc21 (stereo unspecified) do in these assays?
EPAC2 antag: 20%; EPAC2 agonist: 5%; Akt phos inh: inactive

Results for COc1ccc(N2C(=O)c3ccccc3NC(=O)C2C(=O)NCc2ccco2)cc1 (stereo unspecified) ?
EPAC2 antag: 1%; EPAC2 agonist: 2%; Akt phos inh: inactive

Results for Nc1sc(Cc2ccccc2)cc1C(=O)NC1CCCCC1 ?
EPAC2 antag: -12%; EPAC2 agonist: -3%; Akt phos inh: inactive

What do the screens show for `O=C(NC1CCCCC1)C(c1ccccc1F)n1c(=O)c(-c2cc3ccccc3[nH]2)nc2ccccc21` (stereo unspecified)?
EPAC2 antag: 6%; EPAC2 agonist: 6%; Akt phos inh: inactive

What do the screens show for `COC(=O)C1=CN(c2ccc(N3CCOCC3)cc2)C(N)=C(C#N)C1c1cccc(OC)c1OC` (stereo unspecified)?
EPAC2 antag: 3%; EPAC2 agonist: 4%; Akt phos inh: inactive

Results for O=C(NC1CCCCC1)C(c1ccc(C(F)(F)F)cc1)n1c(=O)c(-c2ccccc2)nc2ccccc21 (stereo unspecified) ?
EPAC2 antag: -10%; EPAC2 agonist: -2%; Akt phos inh: inactive

How did CCCCCNC(=O)C1C(=O)Nc2ccccc2C(=O)N1c1ccc(OC)cc1 (stereo unspecified) do in these assays?
EPAC2 antag: 3%; EPAC2 agonist: 1%; Akt phos inh: inactive

Results for Nc1nc2ccc(Cl)cc2cc1C(=O)NCCc1ccc(O)cc1 ?
EPAC2 antag: 13%; EPAC2 agonist: 3%; Akt phos inh: inactive

How did CC(C)(C)NC(=O)C(c1ccc(C#N)cc1)n1c(=O)c(-c2ccccc2)nc2ccccc21 (stereo unspecified) do in these assays?
EPAC2 antag: -1%; EPAC2 agonist: 12%; Akt phos inh: inactive

What do the screens show for `COc1ccc(CCC(=O)N2c3ccccc3N=C(c3ccc(C(F)(F)F)cc3)C2C(=O)NC(C)(C)C)cc1` (stereo unspecified)?
EPAC2 antag: -6%; EPAC2 agonist: -6%; Akt phos inh: inactive

Pulled by structure from above, two records:
What do the screens show for `O=C(Nc1c(-c2ccccc2)[nH][nH]c1=O)c1ccc2ccccc2c1`?
EPAC2 antag: -6%; EPAC2 agonist: 3%; Akt phos inh: inactive

How did O=C(NCc1ccccc1)C(c1ccc(-c2ccccc2)cc1)n1c(=O)c(-c2cc3ccccc3[nH]2)nc2ccccc21 (stereo unspecified) do in these assays?
EPAC2 antag: 20%; EPAC2 agonist: 5%; Akt phos inh: inactive

(more compounds)
Results for Nc1c(-c2ccccc2)nc2ncccn12 ?
EPAC2 antag: 32%[activator]; EPAC2 agonist: 11%; Akt phos inh: inactive

Results for CCOC1=C2CN(S(=O)(=O)c3ccc(C)cc3)C(c3cccc(Cl)c3)CC2NC(c2ccccc2)C1 (stereo unspecified) ?
EPAC2 antag: -7%; EPAC2 agonist: -3%; Akt phos inh: inactive

What do the screens show for `COC(=O)C[C@H]1C=C[C@@H](NC(=O)Cc2cccnc2)[C@@H](CO)O1`?
EPAC2 antag: -3%; EPAC2 agonist: 4%; Akt phos inh: inactive

Results for COc1ncccc1C(=O)Nc1c(-c2ccccc2)[nH][nH]c1=O ?
EPAC2 antag: 2%; EPAC2 agonist: 2%; Akt phos inh: inactive

What do the screens show for `CCC(C(=O)Nc1c(C)cccc1C)n1c(-c2cc(C)cs2)nc2ccccc21` (stereo unspecified)?
EPAC2 antag: 2%; EPAC2 agonist: 2%; Akt phos inh: inactive

How did O=C(N[C@H]1CC[C@@H](CCNS(=O)(=O)c2ccccc2Cl)O[C@@H]1CO)c1ccccc1 do in these assays?
EPAC2 antag: -2%; EPAC2 agonist: 4%; Akt phos inh: inactive

What do the screens show for `O=C(C[C@@H]1C=C[C@@H](NC(=O)Nc2cccc(F)c2)[C@@H](CO)O1)NCC1CCCCC1`?
EPAC2 antag: -21%; EPAC2 agonist: 2%; Akt phos inh: inactive

How did CCOC(=O)[C@]12CCCC=C1N(CCC1=CCCCC1)C(=O)[C@H](CC(=O)N1CCSCC1)C2 do in these assays?
EPAC2 antag: -15%; EPAC2 agonist: -1%; Akt phos inh: inactive

What do the screens show for `COc1ccc(CN2C(=O)CN(S(C)(=O)=O)CC2(C)C(=O)Nc2c(C)cccc2C)cc1` (stereo unspecified)?
EPAC2 antag: 4%; EPAC2 agonist: 2%; Akt phos inh: inactive

Results for CO[C@@H]1CN(C)C(=O)c2ccc(NS(=O)(=O)c3c(C)noc3C)cc2OC[C@@H](C)NC[C@@H]1C ?
EPAC2 antag: 17%; EPAC2 agonist: 0%; Akt phos inh: inactive

What do the screens show for `CCCCCNC(=O)C(c1ccc(OC)cc1)n1c(=O)c(-c2ccccc2)nc2ccccc21` (stereo unspecified)?
EPAC2 antag: -5%; EPAC2 agonist: 6%; Akt phos inh: inactive

Results for Cc1cccc(C)c1NC(=O)C(c1ccncc1)n1c(=O)c(-c2ccccc2)nc2ccccc21 (stereo unspecified) ?
EPAC2 antag: -6%; EPAC2 agonist: 9%; Akt phos inh: inactive

3 structures out of the list, arranged by SMILES length, low to high:
Results for Nc1c(-c2ccccc2)nc2ncccn12 ?
EPAC2 antag: 32%[activator]; EPAC2 agonist: 11%; Akt phos inh: inactive

Results for COc1ncccc1C(=O)Nc1c(-c2ccccc2)[nH][nH]c1=O ?
EPAC2 antag: 2%; EPAC2 agonist: 2%; Akt phos inh: inactive

Results for CO[C@@H]1CN(C)C(=O)c2ccc(NS(=O)(=O)c3c(C)noc3C)cc2OC[C@@H](C)NC[C@@H]1C ?
EPAC2 antag: 17%; EPAC2 agonist: 0%; Akt phos inh: inactive

More records follow.
How did O=C1Nc2ccccc2C(=O)N(Cc2ccccc2)C1C(=O)NC1CC1 (stereo unspecified) do in these assays?
EPAC2 antag: 4%; EPAC2 agonist: 3%; Akt phos inh: inactive

What do the screens show for `O=C(C[C@H]1CC[C@@H](NC(=O)C2CC2)[C@@H](CO)O1)NCc1ccccc1Cl`?
EPAC2 antag: -2%; EPAC2 agonist: 6%; Akt phos inh: inactive

Results for COC(=O)C[C@@H]1C=C[C@H](NC(=O)Cc2ccccn2)[C@@H](CO)O1 ?
EPAC2 antag: 5%; EPAC2 agonist: 12%; Akt phos inh: inactive

Results for N#Cc1cccc(C2CC(OCCF)=CC(=O)O2)c1 (stereo unspecified) ?
EPAC2 antag: 4%; EPAC2 agonist: 15%; Akt phos inh: inactive

How did COc1ccc(C(=O)C[C@@H]2OC3CCCCC3N2S(=O)(=O)c2ccc(C)cc2)cc1OC (stereo partly specified) do in these assays?
EPAC2 antag: -4%; EPAC2 agonist: 18%; Akt phos inh: inactive

How did Nc1nc2ncccn2c1-c1ccccc1 do in these assays?
EPAC2 antag: -22%; EPAC2 agonist: 4%; Akt phos inh: inactive

How did COC(=O)[C@]12CCCCC=C1N(CCc1ccc(OC)c(OC)c1)C(=O)[C@H](CC(=O)N1CCN(C(=O)c3ccco3)CC1)C2 do in these assays?
EPAC2 antag: 2%; EPAC2 agonist: 3%; Akt phos inh: inactive

How did COC(=O)[C@@]12C[C@@H](CC(=O)NCc3cccc4ccccc34)C(=O)N(Cc3cccc4ccccc34)C1=CCC(C)(C)C2 do in these assays?
EPAC2 antag: -8%; EPAC2 agonist: -1%; Akt phos inh: inactive

How did COC(=O)C[C@@H]1CC[C@H](NS(=O)(=O)c2ccccc2F)[C@@H](CO)O1 do in these assays?
EPAC2 antag: 2%; EPAC2 agonist: 5%; Akt phos inh: inactive

How did O=C(NCc1ccccc1)C1C(c2ccc3c(c2)OCO3)=Nc2ccccc2N1C(=O)c1ccccc1 (stereo unspecified) do in these assays?
EPAC2 antag: -1%; EPAC2 agonist: 11%; Akt phos inh: inactive

What do the screens show for `CC(C)(C)C(c1nc2ccccc2[nH]1)n1c(-c2cccc(S(C)(=O)=O)c2)nc2ccccc21` (stereo unspecified)?
EPAC2 antag: -14%; EPAC2 agonist: 0%; Akt phos inh: inactive

How did COC(=O)C1(C(=O)OC)C[C@H](c2ccc(OC)cc2)N(Cc2ccccc2OC)[C@@H]1c1ccc(OC)cc1 do in these assays?
EPAC2 antag: -16%; EPAC2 agonist: 8%; Akt phos inh: inactive

Among those listed so far, 2 have a CF3 group:
Results for O=C(NC1CCCCC1)C(c1ccc(C(F)(F)F)cc1)n1c(=O)c(-c2ccccc2)nc2ccccc21 (stereo unspecified) ?
EPAC2 antag: -10%; EPAC2 agonist: -2%; Akt phos inh: inactive

What do the screens show for `COc1ccc(CCC(=O)N2c3ccccc3N=C(c3ccc(C(F)(F)F)cc3)C2C(=O)NC(C)(C)C)cc1` (stereo unspecified)?
EPAC2 antag: -6%; EPAC2 agonist: -6%; Akt phos inh: inactive

An excerpt (hit frequency here may not be typical).
